H9c2 protect: cardioprotection against H2O2-induced cell death, primary screen, uHTS, H9c2 cells, ATPLite luminescence. H9c2 cardiomyocytes, H2O2 injury protection, 2 h. protection from H2O2 cell death, % at 20 µM. hit rate 0.63% among 360,000. AID 588492, 2011;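 active = compounds giving at least 50% protection of heart cells from peroxide-induced death in the single-dose screen, raw or plate-pattern-corrected value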;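 note: 0% = DMSO wells with peroxide and 100% = DMSO wells without peroxide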
CaV13 ICDI inh: Disruptors of the CACNA1D IQ motif to Ca2+-dependent inactivation inhibitor domain association, primary screening, Förster resonance energy transfer in intact living … | HEK cells, CFP/YFP FRET ICDI-IQ, plate reader, 10 min; percent FRET-ratio fall versus neutral wells | inhibition, % at 12.3 µM | hit rate 0.098% among 340,000 | AID 743397;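 active = mean replicate inhibition of at least 30% and at least 1% of replicates passing that level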;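 note: 0% = median of the neutral control wells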
MC4R antag cAMP: MC4R antagonists of cAMP signaling, primary screen, cell-based, TR-FRET, antagonist arm of biased-ligand search | MC4R-expressing cells, MTII-stimulated cAMP, LANCE TR-FRET | inhibition, % at 6.5 µM | hit rate 0.48% among 360,000 | Melanocortin receptor 4 (Homo sapiens), P32245;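 active = inhibition above its plate's cutoff, the mean of tested wells on that plate plus 3 SD, cut at about 29% in these data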;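 note: 0% = Melanotan II alone and 100% = Melanotan II plus saturating MCL0020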
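material = U2OS cells stably expressing human melanocortin 4 receptor (MC4R) | also added = Melanotan II challenge | dosing = single nominal compound dose of 6.5 µM | detection = TR-FRET with Eu-cAMP and labeled anti-cAMP, 671 nm | replication = singlicate | timing = compound 30 min, challenge 1 h, detection 1 h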
ABCB6 inh MLPCN: ABCB6 transporter inhibitors, primary screen, K562-ABCB6 cells, flow cytometry, MLPCN library. ATP-binding cassette sub-family B member 6 (Homo sapiens), Q9NP58. K562-ABCB6 porphyrin accumulation, 1 h; stronger effect = lower value. fluorescence ratio to DMSO, % at 10 µM. hit rate 0.19% among 360,000;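 active = fluorescence ratio to DMSO below 75%, the collection mean minus 3 SD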;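 note: signal is porphyrin accumulated inside mitochondria; 100% equals median channel fluorescence of DMSO control wells; lower ratio means ABCB6 inhibition with less porphyrin fluorescence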
MC4R barr agon: MC4R agonists recruiting beta-arrestin, primary screen, cell-based, luminescence, agonist arm of biased-ligand search. U2OS MC4R beta-arrestin complementation; percent of melanotan II response, DMSO zero. activation, % at 8.9 µM. hit rate 0.98% among 360,000. AID 540308, 2011;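 active = activation above a per-plate cutoff, the mean activation of sample wells on that plate plus 3 SD, cut at about 8% in these data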
Glyco luc inh: increase of ERlucT glycosylation luciferase signal, primary screen, N-linked glycosylation inhibitor project, D54 ERlucT cells, luminescence, set 2; D54 ERlucT glycosylation luciferase reporter, 24 h; percent of 100 nM tunicamycin response; hit rate 0.23% among 360,000; AID 588692, 2011; reporter increase, % at 12.5 µM;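 active = mean luciferase reporter signal, scaled so untreated is 0 and the glycosylation-blocking control 100, at or above a set limit in every replicate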;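 note: luciferase carries N-glycosylation sites so blocking glycosylation raises the light; 0% = median of neutral control wells and 100% = median of 100 nM tunicamycin wells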
HTR2A ag: mouse Htr2a agonists via beta-arrestin recruitment, primary screen, cell-based, luminescence; 5-hydroxytryptamine receptor 2A (Mus musculus), P35363; CHO-K1 mHTR2A beta-arrestin complementation; percent of 30 µM serotonin response; activation, % at 7.6 µM; hit rate 0.66% among 360,000; AID 624169, 2012;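 active = activation above a run cutoff, the mean activation of all tested compounds plus 3 SD, cut at about 14% in these data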;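 note: 0% = plate median of compound wells and 100% = 30 µM serotonin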
ABHD5 PLIN5 PPI: ABHD5-PLIN5 interaction inhibitors, primary screen, cell lysate, split luciferase complementation, luminescence; hit rate 0.78% among 360,000; AID 602281, 2012; inhibition, % at 4 µM; Split G. princeps luciferase complementation, 4 h;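 active = inhibition above the mean inhibition across every tested compound plus 3 SD, cut at about 22% in these data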;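 note: 0% = DMSO only wells and the 100% control is not disclosed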
Target sequence (Q00G26 whole entry, looked up): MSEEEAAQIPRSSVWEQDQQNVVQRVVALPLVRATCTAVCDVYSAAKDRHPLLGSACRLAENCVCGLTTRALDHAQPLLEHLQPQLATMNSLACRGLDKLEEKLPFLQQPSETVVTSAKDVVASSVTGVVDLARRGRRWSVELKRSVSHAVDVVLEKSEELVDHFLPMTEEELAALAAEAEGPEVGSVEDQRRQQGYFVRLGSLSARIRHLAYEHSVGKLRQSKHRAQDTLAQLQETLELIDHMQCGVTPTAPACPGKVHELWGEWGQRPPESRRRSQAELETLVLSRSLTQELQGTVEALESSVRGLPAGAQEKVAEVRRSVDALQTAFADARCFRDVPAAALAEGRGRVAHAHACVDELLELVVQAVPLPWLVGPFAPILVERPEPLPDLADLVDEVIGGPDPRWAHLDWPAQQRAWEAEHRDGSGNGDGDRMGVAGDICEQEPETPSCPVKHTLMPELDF
Target sequence (Q8WTS1 whole entry, looked up): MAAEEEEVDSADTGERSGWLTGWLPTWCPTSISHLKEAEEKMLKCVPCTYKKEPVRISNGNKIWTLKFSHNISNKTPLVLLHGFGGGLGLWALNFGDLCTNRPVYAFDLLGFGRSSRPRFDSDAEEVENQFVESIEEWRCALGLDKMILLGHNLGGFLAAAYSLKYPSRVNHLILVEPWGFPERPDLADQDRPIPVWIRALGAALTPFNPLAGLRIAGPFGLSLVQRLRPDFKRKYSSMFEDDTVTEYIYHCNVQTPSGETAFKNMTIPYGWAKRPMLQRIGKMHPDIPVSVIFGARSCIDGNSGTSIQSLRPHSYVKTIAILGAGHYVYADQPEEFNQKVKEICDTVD
PDI turbidity: inhibitors of human PDI, primary screen, biochemical, turbidity, single point, plate reader | Protein disulfide-isomerase (Homo sapiens), P07237 | PDI insulin aggregation turbidity, A650, 90 min | inhibition, % at 10 µM | hit rate 0.052% among 350,000 | AID 588391, 2011;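 active = mean inhibition across replicates of 30% or more, whatever share of single replicates reach that level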;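 note: absorbance from insulin aggregation driven by PDI reduction with DTT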
Exocytosis inh: LAMP-1 surface exposure blockers, TALL-104 cells – cell-based, flow cytometry, MLPCN library, primary screen; inhibition, % at 10 µM; TALL-104 LAMP-1 surface exposure; cells stimulated with thapsigargin and PMA; hit rate 0.66% among 360,000;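 active = inhibition above about 55%, limit read from the data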
An asterisk follows results filed as active; nt = no result given.

Start of the listing, in advance:
#	mol	H9c2 protect	CaV13 ICDI inh	MC4R antag cAMP	ABCB6 inh MLPCN	MC4R barr agon	Glyco luc inh	HTR2A ag	ABHD5 PLIN5 PPI	PDI turbidity	Exocytosis inh
1	CCC(CC)C(=O)Nc1cc(=O)n(C)c(=O)n1C	-0.3	-5.7	17.6	99.0	0.5	1.3	12.6	2.4	-1.7	-4.2
2	COc1ccc(C(=O)Nc2ccccc2-c2nnn(CC(=O)Nc3ccc4c(c3)OCCO4)n2)cc1	9.2	-7.2	-3.0	98.0	-1.1	-5.1	3.7	-0.9	-5.6	-0.3

Main list, repeating the preview:
#	mol	H9c2 protect	CaV13 ICDI inh	MC4R antag cAMP	ABCB6 inh MLPCN	MC4R barr agon	Glyco luc inh	HTR2A ag	ABHD5 PLIN5 PPI	PDI turbidity	Exocytosis inh
1	CCC(CC)C(=O)Nc1cc(=O)n(C)c(=O)n1C	-0.3	-5.7	17.6	99.0	0.5	1.3	12.6	2.4	-1.7	-4.2
2	COc1ccc(C(=O)Nc2ccccc2-c2nnn(CC(=O)Nc3ccc4c(c3)OCCO4)n2)cc1	9.2	-7.2	-3.0	98.0	-1.1	-5.1	3.7	-0.9	-5.6	-0.3
3	Cc1cccc(OCC(=O)Nc2nnc(-c3ccco3)s2)c1	5.8	-5.2	5.7	98.0	0.9	-1.2	-2.3	-0.3	2.0	0.0
4	O=C(Cc1c(O)c2ccccc2[nH]c1=O)NCc1cccc(F)c1	-6.5	-6.4	-3.5	96.0	-1.9	-0.7	0.3	3.9	-4.5	-0.7
5	CS(=O)(=O)N1CCCC(C(=O)Nc2c(F)cccc2F)C1 (centres undefined)	-3.5	-4.9	-0.2	97.0	-1.6	0.6	3.6	0.3	7.8	17.7
6	COc1ccc(C2SCC(=O)N2c2ccc(OC)cc2)cc1 (centres undefined)	2.9	-19.3	1.6	98.0	-2.6	-0.9	-5.4	6.0	2.1	-3.4
7	C=CCn1c(SCc2nc3ccccc3[nH]2)nnc1-c1ccccn1	3.6	-6.0	0.8	95.0	-2.0	-0.8	18.7*	-4.2	-9.5	-1.3
8	C=CC[C@@H](CC(=O)OC(C)(C)C)C(=O)OC[C@H]1CCCN1C(=O)[C@@H](CC=C)CC(=O)N(CCO)Cc1ccccc1	-1.9	-3.4	6.4	90.0	3.0	-1.8	6.2	4.2	-4.8	30.1
9	Cc1ccc(C(=O)NNC(=O)c2ccccc2)cc1S(=O)(=O)N1CCCCC1	-8.1	-6.3	5.9	97.0	-1.7	-1.1	3.1	-3.2	0.9	4.4
10	O=C(CSc1nnc2ccccn12)N1CCOCC1	5.0	-4.7	13.8	98.0	-0.6	2.1	11.0	4.1	-0.4	0.6
11	CCCCNC(=O)c1ccccc1SCC(=O)NC1CCCCCCC1	-1.0	-5.2	4.7	92.0	-1.2	-1.3	1.0	-1.5	-10.2	0.7
12	CCN(CCO)Cc1csc2ccccc12	4.8	-5.2	3.3	98.0	2.3	-1.1	0.2	-0.4	-9.8	2.5
13	CCc1nc2ccc(C(=O)N3CCCC(C(N)=O)C3)cn2c1N(C)Cc1ccc(OC)cc1 (centres undefined)	-0.1	-6.9	0.2	85.0	-2.6	2.7	3.3	9.6	2.1	-4.4
14	CC(C)CCNC1=CC(=O)CC(c2ccccc2)C1 (centres undefined)	-0.6	-5.9	0.9	97.0	0.9	6.1	5.3	1.3	5.4	-3.2
15	O=C1N(Cc2ccc(F)cc2Cl)c2ccccc2C12OCCCO2	-3.2	-4.5	7.3	97.0	-0.6	0.2	0.3	-7.0	1.0	3.2
16	N#Cc1ccc(S(=O)(=O)N2CCC(C(=O)Nc3cccc(C(=O)NC4CC4)c3)CC2)cc1	-1.9	-2.7	6.4	96.0	0.2	0.8	7.7	1.1	12.9	11.2
17	O=C(C[C@@H]1C[C@@H]2c3cc(NC(=O)C4CCC4)ccc3O[C@@H]2[C@@H](CO)O1)NCc1ccc(Cl)cc1	8.5	-5.0	-9.4	87.0	-0.5	-1.5	-5.3	-8.3	3.6	1.6
18	O=C(CSc1nc2ccc(Nc3nc(N4CCOCC4)nc(N4CCOCC4)n3)cc2s1)N1CCOCC1	47.9	-5.8	17.4	94.0	-1.4	0.4	14.5*	-4.2	10.6	10.1
19	Cc1ccc(C)c(N2CCN(CC(=O)Nc3ccc4[nH]c(=O)[nH]c4c3)CC2)c1	-0.1	-6.4	4.7	100.0	-0.3	2.0	3.4	-5.8	nt	1.6
20	Cc1nc(-c2ccccc2)sc1-c1nnc(C2CC2)o1	0.3	-4.5	4.8	99.0	-1.4	1.0	0.1	-1.7	-7.1	-2.3
21	CC(=O)c1ccc(N2CCN(C(=O)c3ccc4c(=O)n(-c5ccccc5)c(=O)[nH]c4c3)CC2)cc1	-2.3	-4.2	-1.5	81.0	-2.8	4.3	-5.5	-0.7	6.5	-1.5
22	Cc1ccc2nc(SCC(=O)N(C)C3CCS(=O)(=O)C3)[nH]c2c1 (centres undefined)	0.6	-2.5	7.9	98.0	-2.2	-0.2	2.4	5.6	5.3	-2.2
23	CCN(CC)C(=O)C1=C(C)N(Cc2ccc(OC)cc2)C(=O)C(CC(=O)NCc2cccc3ccccc23)C1 (centres undefined)	16.3	-6.1	1.2	94.0	-1.7	0.2	5.7	-7.3	15.5	3.5
24	CC1(C(=O)NS(=O)(=O)c2ccccc2)CCN1C(=O)c1ccccc1CCc1ccccc1 (centres undefined)	7.3	-6.2	3.8	93.0	-2.0	2.4	11.6	-1.9	19.2	-3.3
25	CCOC(=O)N1CCC(N2CCN(c3cc(C)ccc3C)CC2)CC1	2.9	-6.7	-1.9	96.0	-0.7	-1.3	-4.4	-3.8	-1.7	-2.7
26	CCC1OC23CCCCC2C(C#N)(C(=N)O3)C1(C#N)C#N (centres undefined)	3.0	-8.8	2.1	99.0	-1.3	1.0	-0.2	2.7	17.8	4.6
27	CCn1c2ccccc2c2cc(NC(=O)COC(=O)c3ccccc3O)ccc21	-6.8	2.3	7.1	100.0	4.5	8.0	3.2	-9.5	-3.8	-2.6
28	COc1ccc(S(=O)(=O)N2CCOC2CNC(=O)C(=O)NCc2ccco2)cc1C (centres undefined)	1.7	-5.3	1.9	95.0	-1.7	1.3	0.1	0.3	1.2	8.5
29	Cc1nc(/N=C(\N)N(C)C)[nH]c(=O)c1C	0.2	-13.8	7.9	99.0	-0.4	2.4	-0.1	-0.8	-3.2	2.8
30	CCn1c(SCc2cccnc2)nnc1-c1c[nH]c2ccccc12	-11.9	-2.6	6.5	98.0	0.4	-2.4	-1.5	10.9	nt	-1.7
31	COc1ccc(CC(=O)OCC(=O)Nc2cc(Cl)ccc2C)cc1	0.7	-5.0	4.7	97.0	0.5	0.0	-0.2	-2.8	4.9	-9.0
32	COc1ccc(C(=O)N2CCN(c3nc4cc(C)cc(C)c4cc3C#N)CC2)cc1	-7.2	-6.5	-4.6	89.0	0.2	0.8	-3.6	7.8	-6.2	-5.6
33	Cc1ccc(O)c(CCc2ccc(O)cc2)n1	-0.6	-5.6	4.1	102.0	-3.2	-0.8	0.2	-2.8	-0.4	-2.6
34	NC(=S)N=Nc1c(O)n(Cc2ccc(F)cc2)c2ccccc12	3.6	-5.4	-20.6	101.0	3.9	3.0	2.6	-4.9	9.7	-8.0
35	COc1ccc2cc(CN(CC3CCCO3)C(=O)Nc3ccccc3OC)c(=O)[nH]c2c1 (centres undefined)	12.8	-1.5	-2.4	93.0	-1.6	20.3	0.3	0.9	-4.6	-1.5
36	CC(C)NC(=O)NC(=O)COC(=O)c1cc(S(=O)(=O)N2CCCCC2)ccc1N1CCOCC1	3.7	-4.9	4.7	100.0	-1.4	-1.2	2.1	-1.6	2.1	-2.7
37	Cn1c(CCc2nc3ccccc3[nH]2)nnc1SCC#N	-0.6	-4.3	3.8	103.0	0.7	0.2	6.1	0.5	0.4	5.9
38	N/C(=N\OC(=O)C12CC3CC(CC(C3)C1)C2)c1ccccn1	-17.9	-6.3	17.7	105.0	-1.0	0.1	2.8	-4.1	-2.3	0.6
39	Cc1cnc(NC(=O)c2cccs2)s1	-13.7	-2.8	-11.6	96.0	-0.4	-3.1	7.9	4.4	-2.6	-9.8
40	Cc1ccc(-n2c(C)nc3ccsc3c2=O)cc1	7.9	-5.3	11.7	99.0	-0.9	2.1	6.1	6.2	4.3	-5.0
41	Cc1ccc(NC(=O)c2ccc(COc3ccccc3)o2)nc1	-2.3	-7.4	18.0	95.0	0.7	0.8	3.0	0.4	-4.2	-2.2
42	C=CCNC(=S)N1CCc2c([nH]c3ccccc23)C1C (centres undefined)	-0.3	0.5	7.1	94.0	-3.3	-1.1	-6.0	-0.7	-3.5	3.3
43	O=C(O)CC(Cc1ccc(Cl)cc1)C(=O)NCc1ccccc1 (centres undefined)	3.9	-14.7	-3.5	103.0	-0.3	3.0	0.6	-0.7	-6.4	1.9
44	COc1ccc(NC(=O)c2sc3nc(N4CCOCC4)c4c(c3c2N)CC(C)(C)OC4)cc1	-0.8	nt	16.3	105.0	-2.4	-1.2	6.8	-4.6	-24.9	-7.9
45	Cc1cc(C)n(CC(=O)N2CCc3ccccc32)c(=O)c1C#N	7.0	-2.8	-0.6	99.0	0.7	1.2	1.3	-0.1	-5.8	-8.1
46	O=C(c1ccccc1)[C@@H]1[C@@H](C(=O)c2ccc(F)cc2)[C@@]2(C(=O)Nc3ccccc32)[C@H]2c3ccccc3C=CN12	11.9	-5.4	6.8	108.0	-1.9	-2.3	-4.5	-12.8	-1.4	-0.8
47	CCOc1ncccc1C(=O)Nc1cc(S(=O)(=O)N(CC)CC)ccc1N1CCOCC1	5.9	-2.1	9.8	102.0	1.6	2.5	0.9	-2.8	1.3	8.4
48	COc1ccc(CN2CCN(Cc3ccc(Br)cc3)CC2)c(OC)c1OC	-7.4	-14.3	10.1	90.0	0.9	-4.3	-11.3	3.4	0.2	37.8
49	O=C(OC1CCOC1=O)c1cccc(S(=O)(=O)Nc2cccc(Cl)c2)c1 (centres undefined)	10.4	-4.5	3.6	97.0	1.5	0.6	-0.4	0.5	-7.5	0.7
50	O=C(c1cc2ccccc2cc1O)N1CCN(c2ccccc2O)CC1	0.7	-5.9	-4.6	99.0	-2.4	0.1	-4.5	-11.2	-4.3	2.9
51	O=C(CSCc1ccc(F)cc1)NCc1ccc2c(c1)OCO2	4.9	-3.7	26.3	107.0	-1.7	-1.9	0.6	-3.7	-4.5	3.4

Assay outcomes (PubChem BioAssay)
